Source: PubChem BioAssay
RmlCD inh mix: mixture blocks RmlC and RmlD coupled enzyme activity; actives 0.39% (n = 110,000); RmlC/RmlD coupled enzyme inhibition, 384-well mixture HTS; inhibition, % at 5.5 µM; AID 1532; in the data active = inhibition above about 30%, passing the limit was not always enough; inconclusive = no clear call, values can overlap the other calls; note: strong numbers were not always called active
HIV RNase H inh: blocks HIV-1 RNase H cleavage of RNA/DNA duplex | P04585 | RT-RNase H RNA/DNA duplex cleavage, fluorescence | inhibition, % at 10 µM | actives 1.9% (n = 65,000); in the data active = inhibition above about 50%
* hit, by the source's call; ? = inconclusive; . = not tested or not shown. These rows are one share of the data; rates above refer to the full screens.

SMILES	RmlCD inh mix	HIV RNase H inh
Cc1ccc(OC(=O)C(C)c2cccc(C(=O)c3ccccc3)c2)cc1 (stereo unspecified)	-6	.
O=C(Cc1cc(=O)[nH]c(=O)[nH]1)NCCN1CCOCC1	-3	-4
COc1ccc(C(=O)Nc2nc(N)n(-c3ccccc3)n2)cc1OC	4	1
CCCOC1(NC(=O)c2ccccc2)C(C)=CC(=O)C=C1C	-16	-1
CC(=O)Nc1c(O)nc(SCC(=O)Nc2c(C)cccc2C)[nH]c1=O	-6	.
CCOc1cc2[nH]c(=S)n(CCCCC(=O)NCc3ccco3)c(=O)c2cc1OCC	11	26
O=C(c1cc(-c2ccco2)on1)N1CCCc2ccccc21	-4	-23
O=C(Nc1ccccc1N1CCN(c2ccccc2)CC1)C1CCCCC1	21	8
CC1CN(C(c2cccs2)c2sc3ncnn3c2O)CC(C)O1 (stereo unspecified)	7	-10
Cc1ccccc1OCC(=O)N/N=C/c1ccc(Sc2nc3ccccc3s2)o1	-63	.
CC1(C)C2CCC1(CS(=O)(=O)N1CCOCC1)C(=O)C2 (stereo unspecified)	-7	.
Cc1ccc(C)c(N2CCN(C(=O)Cn3cccc3)CC2)c1	-8	-1
Cc1cc(C)cc(NC(=O)c2nnn(Cc3cc(C)ccc3C)c2N)c1	-7	2
CCOC(=O)C1CCN(C(=O)Nc2ccc3nc(-c4ccco4)c(-c4ccco4)nc3c2)CC1	32	.
Cc1ccc(N2C(=O)N(CC(=O)C(C)(C)C)c3ccccc3S2(=O)=O)cc1	5	.
O=C(/C=C/c1cccs1)c1ccc(Br)cc1	11	.
Cc1cccc(C(=O)N/N=C/c2ccc(OCC(=O)N3CCCCC3)cc2)c1	-14	.
COc1ccc(CCNc2ncnc3c2oc2ccccc23)cc1OC	4	-13
O=C(NCc1cccnc1)c1cccc(NC(=O)c2ccco2)c1	.	-1
COc1cc(C(c2c(C)[nH][nH]c2=O)c2c(C)[nH][nH]c2=O)ccc1OS(=O)(=O)c1ccc(C)cc1	4	.
CC1(C)CC(=O)c2sc(NS(=O)(=O)Cc3ccccc3)nc2C1	6	50
CCOc1nc(-c2ccc(OC)cc2)ccc1-c1noc(-c2cccnc2)n1	.	8
CCOc1ccc(-n2c(=O)c3sccc3n(CC(=O)NCc3ccco3)c2=O)cc1	?	-3
COc1ccc(Cn2c3nc4ccccc4nc3c3c(=O)n(Cc4ccco4)cnc32)cc1	.	39
COc1ccc(OCC(=O)N2CCN(S(=O)(=O)c3ccc(Cl)cc3)CC2)cc1	11	.
CCN(CC)CCN1C(=O)C(=O)/C(=C(/O)c2ccc(OC(C)C)cc2)C1c1ccncc1 (stereo unspecified)	-10	-4
Cc1cccc(C)c1-n1c(SCC(=O)NCc2ccco2)nc2ccccc2c1=O	5	.
COc1ccc(N2CCN(C(=O)C3CCCN(S(=O)(=O)c4cccc5cccnc45)C3)CC2)cc1 (stereo unspecified)	-7	-3
O=C1CCN2C=Nc3cccc4ccc1c2c34	5	-2
O=C(O)CSc1ncn[nH]1	-10	1
O=C(NC1CC1)C1C2C3C4CC5C3C5C4C12 (stereo unspecified)	8	4
Cc1ccccc1Cn1c(CN2CCc3ccccc3C2)nc2c1c(=O)n(C)c(=O)n2C	-18	-16
CSCCC(NC(=O)COc1ccccc1)C(=O)N1CCN(c2ccccc2F)CC1 (stereo unspecified)	-16	-1
COC(=O)CC(=O)CSc1nc(C)cc(C)c1C#N	121*	1
Cc1cn(C2OC(COC(=O)c3ccccc3)C(O)C2O)c(=O)[nH]c1=O (stereo unspecified)	1	-4
COc1ccc(S(=O)(=O)N(C)CC(=O)N2CCCCCC2)cc1OC	11	-9

Some of the entries so far, with bars between the fields:
SMILES | RmlCD inh mix | HIV RNase H inh
CCN(CC)CCN1C(=O)C(=O)/C(=C(/O)c2ccc(OC(C)C)cc2)C1c1ccncc1 (stereo unspecified) | -10 | -4
O=C(NC1CC1)C1C2C3C4CC5C3C5C4C12 (stereo unspecified) | 8 | 4
O=C1CCN2C=Nc3cccc4ccc1c2c34 | 5 | -2
Cc1ccccc1Cn1c(CN2CCc3ccccc3C2)nc2c1c(=O)n(C)c(=O)n2C | -18 | -16
O=C(O)CSc1ncn[nH]1 | -10 | 1
COc1ccc(OCC(=O)N2CCN(S(=O)(=O)c3ccc(Cl)cc3)CC2)cc1 | 11 | .
CSCCC(NC(=O)COc1ccccc1)C(=O)N1CCN(c2ccccc2F)CC1 (stereo unspecified) | -16 | -1

Next part:
SMILES	RmlCD inh mix	HIV RNase H inh
Cc1cc2cc(CNS(=O)(=O)c3ccccc3)ccc2n1C	-2	5
O=C1c2ccccc2C(Nc2ccccc2F)N1c1cccnc1 (stereo unspecified)	11	1
S=C(c1ccc(-c2ccc(Cl)cc2)o1)N1CCCCC1	9	.
CCCOc1ccc(OCCNC2CCCC2)cc1	-3	.
COc1cccc(C(=O)NCC(c2cccnc2)N2CCN(c3ccccc3OC)CC2)c1 (stereo unspecified)	.	4
CCCC1CCc2c(sc(NC(=O)OCC)c2C#N)C1 (stereo unspecified)	13	.
Cc1ccc(Cn2nnc3c(=O)[nH]c(C4CCN(C(=O)c5cccs5)CC4)nc32)cc1	8	17
COc1ccc(N=Cc2sc3ccccc3c2Cl)cc1	10	.
CSc1nnc(Cc2cc(=O)[nH]c(=O)[nH]2)n1-c1cccc(C)c1	2	-10
Cn1c(O)c(C=NCCCC(=O)O)c(=O)n(C)c1=O	-16	.
O=C(NCc1ccco1)C1CCN(S(=O)(=O)Cc2ccccc2)CC1	-11	.
COCCSc1ccccc1C(=O)Nc1ccc2c(c1)OCCO2	3	.
Oc1c(C(c2cccs2)N2CCN(c3ccc(F)cc3)CC2)sc2ncnn12 (stereo unspecified)	-11	27
CCOc1ccc(N2C(=O)CC(Sc3ncccn3)C2=O)cc1 (stereo unspecified)	-4	-12
CC1CCCN(C(=O)c2ccc(COc3ccccc3Br)cc2)C1 (stereo unspecified)	4	.
O=C(O)C(Cl)(Cl)Cl	-11	.
Nc1[nH]n2c(=O)c3c(nc2c1N=Nc1ccccc1)CCCC3	-2	.
O=S(=O)(c1ccc(Br)cc1)N1CCn2c(nc3ccccc32)C1	4	-12
COc1ccc2c(OC)cc(-c3ccccc3)nc2c1	-14	.
Cn1nc(OC(=O)Nc2ccc(F)cc2)cc1C(F)(F)F	-3	.
Cc1cc(C)c(NC(=O)Cn2nnc(C(=O)NCc3cccs3)c2N)c(C)c1	-4	.
CS(=O)(=O)N(CC(=O)N1CCN(Cc2ccccc2)CC1)Cc1ccccc1	-15	-1
Cc1ccc(CS/C(Nc2ccccc2C)=C(\C#N)C(=O)NCc2ccco2)c(C)c1	-8	.
CCC(C)NS(=O)(=O)c1ccc(-c2csnn2)s1 (stereo unspecified)	6	.
CCOC(=O)C1=C(C)NC(=O)NC1c1c(O)ccc2ccccc12 (stereo unspecified)	-9	-3
CCOC(=O)N1CCC(NC(=O)CN2C(=O)COc3ccc(C(C)(C)C)cc32)CC1	.	13
COc1ccc(OC)c(C(=O)CSc2nnc(-c3cccs3)n2C)c1	-8	5
COc1ccc(S(=O)(=O)NC2(C(F)(F)F)N=C3SCCN3C2=O)cc1 (stereo unspecified)	-10	-22
CCCS(=O)(=O)N1CCC(C(=O)NCCN2CCC(Cc3ccccc3)CC2)CC1	-11	-12
OCCN1CCN(Cc2cc(Br)cc(Br)c2O)CC1	6	-7
Cc1cnc(NC(=O)CN2CCN(c3ccccc3F)CC2)s1	4	.
OCC#CCSc1nnc(-c2ccccc2Br)o1	6	-16
CC(=O)Nc1nc2c(c3c1c(=O)oc1ccccc13)CCCC2	-11	-5
O=C(Nc1cc(C(F)(F)F)ccc1N1CCOCC1)c1ccc(Cl)nc1	40	.
CN1CCN(S(=O)(=O)c2ccc3c(c2)OCCO3)CC1	-7	.
O=C(Nc1cccc(Cl)c1)Nc1ccc2c(c1)OCO2	5	7
Cc1ccccc1-n1c(-c2cccnc2)n[nH]c1=S	-4	-2
O=C(COc1ccccc1Cl)N1CCCC1	7	-14
CC1(C)CC(=O)C2=C(C1)N(CC1CCCO1)C(=O)C2(NC(=O)c1cccnc1)C(F)(F)F (stereo unspecified)	9	-1
CCn1c(CNc2ccc(OC)cc2)nnc1SCC(=O)c1ccc(OC)cc1	6	2
COc1ccc(C(=O)Nc2ccc(N3CCCC3)cc2)cc1	5	.
CCOc1ccc(OCc2ccc(C(=O)O)o2)cc1	-10	1
O=C1C2CC=C(Cl)CC2C(=O)N1CNc1ccccn1 (stereo unspecified)	.	-26
NC(=S)NNC(=O)c1ccccc1	-5	.
CCOc1ncccc1C(=O)N(C)CC1COc2ccccc2O1 (stereo unspecified)	-24	.
CCOC(=O)Cn1c(=O)oc2cc(S(=O)(=O)N(C)Cc3ccco3)ccc21	6	-10
Cn1nnnc1SCC(=O)Nc1nc2c(s1)CCCC2	-9	.
COC(=O)c1ccccc1NC(=O)/C=C/c1cc(OC)c(OC)c(OC)c1	-16	.
CCNc1sc(C(=O)c2cccs2)c(N)c1C#N	-23	-19
COc1ccc([C@H]2/C=C\CN(S(=O)(=O)c3ccc(C)cc3)[C@@H](C)C(=O)N2Cc2ccc(F)cc2)cc1	-5	.
COC(=O)c1ccc(CSc2nnc(CNC(=O)COc3ccc(Cl)cc3)o2)o1	-1	-15
O=C(NCc1cccs1)c1cc(-c2cccs2)on1	18	-9
CCOC(=O)N1CCC(N2Cc3cccc(C(=O)Nc4ccc(F)cc4)c3C2=O)CC1	-17	.
CN1C(=O)N(C)C(=O)C2(Cc3cc(N)ccc3N3CCN(c4ccccc4F)CC32)C1=O (stereo unspecified)	5	26
CCc1ccccc1NC(=O)CSc1nc2ccccc2n1CC(=O)N1CCCC1	-6	.
CC(C)n1c(SCC(=O)Nc2ccccc2)nc2c1c(=O)n(C)c(=O)n2C	1	.
O=C(c1ccc(-c2cccc(C(F)(F)F)c2)o1)N1CCOCC1	-10	-32
COc1ccc(S(=O)(=O)NCCC(=O)NCc2ccc(F)cc2)cc1	10	-6
CC(C)CC(NC=C1C(=O)OC(C)(C)OC1=O)C(=O)O (stereo unspecified)	9	-22
CC1Cc2ccccc2N1C(=O)C1CCCN(S(=O)(=O)c2cccc3nsnc23)C1 (stereo unspecified)	-18	-7

Individual results from the results shown:
Value for O=C1c2ccccc2C(Nc2ccccc2F)N1c1cccnc1 (stereo unspecified) under RmlCD inh mix: 11
Value for Cc1cc(C)c(NC(=O)Cn2nnc(C(=O)NCc3cccs3)c2N)c(C)c1 under RmlCD inh mix: -4
Value for COc1ccc(N2CCN(C(=O)C3CCCN(S(=O)(=O)c4cccc5cccnc45)C3)CC2)cc1 (stereo unspecified) under HIV RNase H inh: -3
Value for CCOC(=O)C1CCN(C(=O)Nc2ccc3nc(-c4ccco4)c(-c4ccco4)nc3c2)CC1 under RmlCD inh mix: 32
Value for O=C(c1ccc(-c2cccc(C(F)(F)F)c2)o1)N1CCOCC1 under RmlCD inh mix: -10
Value for COc1ccc(C(=O)Nc2nc(N)n(-c3ccccc3)n2)cc1OC under HIV RNase H inh: 1

Further entries follow:
SMILES	RmlCD inh mix	HIV RNase H inh
Cc1nnc(-c2cnn(C)c2N)n1Cc1cccc(Cl)c1	2	.
CSc1nnc(-c2cnccn2)n1CCCN1CCCC1=O	12	47
CC(=O)c1ccc(N2CCN(c3ccc(C(F)(F)F)cn3)CC2)cc1	.	17
CCCCOc1ccc(N(CC(=O)NC2CCCC2)C(=O)CCC(=O)Nc2ccccn2)cc1	-1	16
CCC(=O)Nc1cccc(C(=O)OCC(=O)c2ccccc2Cl)c1	-6	.
O=C(NCCc1ccccc1)c1ccc(-n2cnnn2)cc1	-6	-71
O=C(CN1CC(=O)Oc2ccccc21)OCC(=O)c1ccccc1	-4	25
C=CCOc1cc(C)nc(-c2ccccc2O)n1	-19	.
Nc1nc(Nc2ccc(Cl)cc2)n[nH]1	7	.
CCCC1S/C(=N/N=C/c2cccs2)NC1=O (stereo unspecified)	7	.
O=S(=O)(/C=C/c1ccccc1)N1CCN(c2cccc(Cl)c2)CC1	6	.
Cc1ccc(S(=O)(=O)N(C)/C(=N/S(=O)(=O)c2ccccc2)c2ccccc2)cc1	5	.
Cc1cccc(OCC(=O)O/N=C(\N)c2ccccn2)c1C	-13	.
Cc1ccc(C(=O)CC(C(=O)O)n2cccn2)cc1 (stereo unspecified)	.	-1
CCc1ccc(C(=O)CC2(O)C(=O)N(CN3CCOCC3)c3ccccc32)cc1 (stereo unspecified)	16	-16
CN1CCN(c2ccc(Cl)cc2NC(=O)c2cccc(S(=O)(=O)N(C)C)c2)CC1	8	-3
COc1ccc(C(=O)Nc2cc(C)nc3ccccc23)cc1OC	-8	.
CCOc1ccccc1N1CCN(C(=O)c2cc[n+]([O-])cc2)CC1	-12	-10
Cc1ccc(CNC(=O)c2sccc2-n2cccc2)cc1	-14	-9
c1ccc(N2CCN(c3nc4ccccc4n4cnnc34)CC2)cc1	11	.
O=C1Oc2ccccc2C2(O)C3CCCCCC3C12 (stereo unspecified)	18	.
CCCNC(=O)NC(=O)COC(=O)c1oc2ccc(OCC)cc2c1C	-19	.
CCOC(=O)CSc1nc2ccccc2c(=O)n1Cc1ccco1	2	-39
CN(C)CC(O)COc1ccc(C(C)(C)c2ccc(OCC(O)CN(C)C)cc2)cc1 (stereo unspecified)	5	3
O=C(O)C1CCN(C(=O)COc2ccc3c4c(c(=O)oc3c2)CCC4)CC1	0	2
CC1CN(C(=O)c2ccc3c(c2)OCO3)CC(C)O1 (stereo unspecified)	6	.
CCc1nnc(NC(=O)CCC(=O)Nc2ccccc2)s1	1	-7
COc1ccc(OC)c(C2C(C(C)=O)=C(O)C(=O)N2CCN2CCOCC2)c1 (stereo unspecified)	5	-1
COCCN(CC(=O)NCc1ccc2c(c1)OCO2)C(=O)CCC(=O)Nc1nccs1	3	.
COc1nc(NCc2ccco2)nc(NC2CCCCC2)n1	-6	.
COc1cc2nc(=S)n3[nH]c(CCn4c(C)nc5ccccc54)nc3c2cc1OC	-11	30
O=C(/C=C/c1cc([N+](=O)[O-])ccc1OC(F)F)NCc1ccc(Cl)cc1	1	.

Record cards, as listed above:
Record of CSCCC(NC(=O)COc1ccccc1)C(=O)N1CCN(c2ccccc2F)CC1 (stereo unspecified) : RmlCD inh mix: -16; HIV RNase H inh: -1
Record of CCCOC1(NC(=O)c2ccccc2)C(C)=CC(=O)C=C1C : RmlCD inh mix: -16; HIV RNase H inh: -1
